Vc quorum ag – inducers of Vibrio cholerae quorum light production without autoinducers; V. cholerae BH1578 lux reporter, luminescence, 6 h; activation, % at 18.7 µM; 0.16% of 350,000 active; in the data active = activation mostly above about 9.7%, no sharp cut-off; also: not every result past the cut was called active; inactives centre near 0; reference of the scale not given here
PfHsp40 rescue – restores yeast growth despite PfHsp40 toxicity; 0.68% of 340,000 active; S. cerevisiae expressing PfHsp40, growth rescue, ATP luminescence; AID 504582; growth rescue, % at 12.5 µM; in the data active = growth rescue above about 28%, passing the limit was not always enough;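 also: yeast W303a lacking pdr1 and pdr3 grown in galactose medium; growth measured after three days at 30 °C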
Y pestis TopoI – blocks Yersinia pestis topoisomerase I activity; 0.064% of 360,000 active; activity, % at 10 µM; Y. pestis Topo-I cleavage product accumulation, plate reader; AID 504884; in the data active = activity above about 50%, passing the limit was not always enough; also: inactives centre near 2
BioA inh – blocks M. tuberculosis BioA enzyme activity; purified M. tuberculosis BioA enzyme, plate reader; inhibition, % at 9.99 µM; 0.096% of 360,000 active; in the data active = inhibition above about 40%
TcdB GH inh – inhibitors of Clostridioides difficile toxin B glycohydrolase | TcdB glycohydrolase enzymatic assay, plate reader | inhibition, % at 9.99 µM | 0.24% of 350,000 active | AID 652162; in the data active = inhibition above about 10%
GDH-TPI inh – inhibits GDH-TPI coupling enzymes, artifact for Mtb FBA screen; inhibition, % at 4.8 µM; 1.2% of 360,000 active; GDH-TPI coupled enzyme counterscreen, NADH absorbance; in the data active = inhibition above about 30%;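 also: 0% = DMSO wells and 100% = wells lacking the enzyme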
FadD28 binding – M. tuberculosis FadD28 bisubstrate binding inhibition. FadD28 bisubstrate probe binding, fluorescence polarization. inhibition, % at 12.5 µM. 0.22% of 360,000 active. AID 588549; in the data active = inhibition above about 8.5%, passing the limit was not always enough
FBA Mtb inh – inhibitors of M. tuberculosis fructose-bisphosphate aldolase; 2.3% of 360,000 active; P9WQA3; inhibition, % at 1 µM; purified M. tuberculosis FBA, fluorescence read-out; in the data active = inhibition above about 27%;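 also: 0% = vehicle and 100% = reference inhibitor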
Target sequence (P9WQA3 whole entry, looked up): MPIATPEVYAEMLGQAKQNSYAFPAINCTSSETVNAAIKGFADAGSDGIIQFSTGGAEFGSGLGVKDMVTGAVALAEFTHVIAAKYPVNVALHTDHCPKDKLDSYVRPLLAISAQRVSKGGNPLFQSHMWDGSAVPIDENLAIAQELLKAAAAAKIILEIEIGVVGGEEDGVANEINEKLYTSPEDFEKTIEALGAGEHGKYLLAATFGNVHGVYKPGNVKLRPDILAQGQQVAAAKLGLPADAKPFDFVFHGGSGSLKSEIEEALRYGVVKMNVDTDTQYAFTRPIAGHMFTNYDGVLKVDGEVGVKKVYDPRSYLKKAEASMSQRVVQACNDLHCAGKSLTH
UGM FP inh – Mtb UDP-galactopyranose mutase inhibition; P9WIQ1; purified UGM, fluorescence polarization probe displacement; inhibition, % at 10 µM; 0.06% of 320,000 active; AID 504406; in the data active = inhibition above about 10%, passing the limit was not always enough
Target sequence (P9WIQ1 whole entry, looked up): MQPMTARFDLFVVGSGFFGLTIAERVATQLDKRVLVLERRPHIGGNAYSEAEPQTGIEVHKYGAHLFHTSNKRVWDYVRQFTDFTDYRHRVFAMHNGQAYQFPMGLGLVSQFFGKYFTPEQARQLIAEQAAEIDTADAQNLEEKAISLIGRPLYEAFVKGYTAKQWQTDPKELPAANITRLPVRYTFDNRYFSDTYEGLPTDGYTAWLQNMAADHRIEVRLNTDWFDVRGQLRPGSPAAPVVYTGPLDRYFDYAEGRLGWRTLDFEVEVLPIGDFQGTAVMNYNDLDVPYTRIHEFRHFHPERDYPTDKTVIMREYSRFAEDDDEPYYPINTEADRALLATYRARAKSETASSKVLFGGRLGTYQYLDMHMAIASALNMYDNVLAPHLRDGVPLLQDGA
An asterisk follows results filed as active; i = inactive; / = not tested or not shown; & = joins results of further samples. Hits appear at their usual frequency (roughly 4.6% active in at least one column).

SMILES	Vc quorum ag	PfHsp40 rescue	Y pestis TopoI	BioA inh	TcdB GH inh	GDH-TPI inh	FadD28 binding	FBA Mtb inh	UGM FP inh
CCOC(=O)C1=C(C)NC(=S)N(C(C)=O)C1c1ccc(Cl)cc1 (stereo not drawn)	-0.4	4.9	7	-0.6	/	20	-2.8	0	-1.8
Cc1ccc(S(=O)(=O)N(C)CC(=O)OCC(=O)c2c(N)n(C)c(=O)n(C)c2=O)cc1	-0.3	0.5	-3	/	-0.3	9	-1.2	3	0.7
CCOc1ccc(-n2c(SCC(=O)Nc3ccccc3C)n[nH]c2=O)cc1	i	-0.2	11	0.2	/	8	0.0	-1	3.2
COCCNC(=O)C1(C)CCN(C(=O)/C=C/c2ccccc2)C1 (stereo not drawn)	i	/	-5	-1.2	0.2	-12	-1.5	2	/
Cc1ccc(CNC(=O)c2cc3cc(Br)ccc3oc2=N)cc1	0.2	0.2	4	-0.9	1.1	-2	-0.5	0	-0.7
Cc1ccccc1CC1(CO)CCCN(C(=O)c2cccc(Cl)c2)C1 (stereo not drawn)	-4.8	0.0	28	2.4	1.6	17	-3.8	2	-4.8
COc1ccc(CC(=O)OCC(=O)Nc2cccc(C(C)=O)c2)cc1OC	-0.4	2.5	-13	1.8	0.8	-11	-0.5	4	/
Cc1c(C(=O)Nc2ccc(F)cc2)c2ccccn2c1CCc1ccncc1	-0.3	3.2	7	/	-2.9	20	1.6	32*	1.6
c1csc(-c2nc(-c3ccc(-c4ccon4)s3)no2)c1	-0.4	-0.8	-1	/	1.1	15	-1.4	7	-4.5
COc1ccc(-n2c(=O)cc(N3CCN(Cc4ccccc4)CC3)[nH]c2=O)cc1	/	0.1	-2	0.8	-0.5	3	-2.7	1	0.9
COc1ccc(CCC(=O)OCC(=O)Nc2sccc2C(N)=O)cc1OC	i	0.1	0	-1.1	1.7	3	-2.1	-1	0.3
CCOC(=O)/C(C#N)=C\c1c(C)cc(C)c(COC(C)=O)c1C	-0.6	0.4	11	-1.0	/	0	0.0	1	0.5
O=C(COc1ccc([N+](=O)[O-])cc1)NNC(=O)C1COc2ccccc2O1 (stereo not drawn)	i	/	1	-2.7	-3.3	10	0.4	2	/
CC(=NNC(=O)c1cccc(S(=O)(=O)N2CCCC2)c1)c1ccccc1	i	-0.3	-10	2.7	1.2	25	-0.2	4	-0.6
Clc1cccc(-c2ccc(C=Nc3ccc(N4CCOCC4)cc3)o2)c1Cl	-1.6	0.2	-6	/	-3.4	15	0.1	-1	/
CCN(c1ccc(OC)cc1)S(=O)(=O)c1nnc(NC(=O)COc2ccc(F)cc2)s1	-3.1	-0.9	9	-0.1	1.7	-1	-2.5	-1	0.3
CCOC(=O)N1CCN(S(=O)(=O)N2CCCC(C(=O)NCCCN3CCCCC3CC)C2)CC1 (stereo not drawn)	0.9	0.0	-3	-0.1	1.1	-10	-2.0	0	-1.3
CCn1c(CNC(=O)COc2ccc(C(C)C)cc2)nnc1SCC(=O)Nc1ccc(F)cc1	i	1.7	5	1.2	/	2	-3.1	5	0.2
CC(N=C(NC#N)Nc1ccncc1)C(C)(C)C (stereo not drawn)	-0.7	-0.6&5.2	0&5	-0.4&-1.0	-1.2&0.7	2&7	-1.9&-2.0	6&-1	2.2&-0.3
CC1CCCCN1S(=O)(=O)c1ccc(C(=O)Nc2ccccc2-c2nc3ccccc3s2)cc1 (stereo not drawn)	-0.3	1.4	4	-0.8	-0.8	-16	-3.0	3	-1.1
O=C(CSc1nccc(=O)[nH]1)NC1CCCCCCC1	i	-0.9	-1	-0.4	0.2	-5	/	1	1.1
CCC1(c2ccccc2)NC(=O)N(CC(=O)Nc2cccnc2Cl)C1=O (stereo not drawn)	-4.2	-1.1	5	0.3	2.3	-3	-2.1	0	-0.5
COC(=O)c1ccc(/C=C/c2c(-c3ccsc3)sc3ccccc23)cc1	i	1.4	-10	-0.1	0.3	6	-3.6	3	0.0
Cc1ccccc1-n1c(=O)cc(NCc2ccc3c(c2)OCO3)[nH]c1=O	i	0.5	0	0.6	/	-1	-0.5	1	2.0
CCN(CC)C(=O)Cn1cc(C(=O)C(=O)NCCCN2CCOCC2)c2ccccc21	-0.9	-1.1	7	-0.1	0.8	14	-1.3	-1	-2.5
SMILES	Vc quorum ag	PfHsp40 rescue	Y pestis TopoI	BioA inh	TcdB GH inh	GDH-TPI inh	FadD28 binding	FBA Mtb inh	UGM FP inh
O=C(Nc1ccc(-c2cn3c(n2)SCC3)cc1)c1ccco1	-0.9	-2.0	1	/	-0.7	19	-1.9	1	0.1
O=C(CN1CCOc2ccccc21)NC1CCCCCCC1	i	3.7	-2	0.9	0.6	10	-2.0	-2	3.2
CN(C)c1c2ccccc2nc2c(F)c(F)c(F)c(F)c12	-0.3	1.5	3	/	/	1	-0.5	117*	-0.7
CN(CC(=O)Nc1ccc(F)c(Cl)c1)S(=O)(=O)c1cccc2nsnc12	i	0.4	0	2.1	/	12	-2.8	0	-1.4
Cc1ccc2nc(N(CCCN(C)C)C(=O)CCc3ccccc3)sc2c1	i	-0.5	0	/	0.7	-2	-2.5	2	-2.2
CC(OC(=O)CCNS(=O)(=O)c1ccc(Cl)cc1)C(=O)N(C)Cc1ccccc1 (stereo not drawn)	-1.3	/	21	0.7	-0.2	4	-0.4	-1	/
Cc1ccc(N2C(=O)CC(Sc3nc4ccccc4o3)C2=O)cc1Cl (stereo not drawn)	-11	15	1	-2.5	/	-3	-2.1	-1	1.5
COc1cc2nc(Cl)nc(NCCO)c2cc1OC	-0.3	-1.0	-10	/	-2.4	11	0.0	6	-0.3
CCOC(=O)c1c(NC(NC(=O)C(C)C)C(Cl)(Cl)Cl)sc2c1CCC2 (stereo not drawn)	1.8	-0.5	1	8.5	/	7	1.1	7	0.0
CCOC(=O)c1c(C)[nH]c(C(=O)COC(=O)CNC(=O)C2CCCCC2)c1C	-0.7	-0.9	4	-0.6	1.1	5	0.4	0	1.7
Cc1ccc2cc(CN(CCCN(C)C)C(=O)NCc3ccccc3)c(=O)[nH]c2c1C	0.6	-0.5	-11	0.4	/	10	-3.0	4	3.3
O=C(Nc1ccccc1)/C(=C/c1ccc(O)cc1)NC(=O)c1ccco1	-0.3	0.0	1	/	4.2	10	-4.2	-3	-1.5
Cc1ccc(C(=O)CSc2nc3ccccc3o2)cc1	i	0.2	5	/	/	8	1.1	2	0.5
Cc1ccc2nc(Nc3ncc4c(n3)CC(C)(C)CC4=O)nc(C)c2c1	-0.3	0.4	9	-3.0	-0.3	1	-2.2	-3	/
O=C(N/N=C/c1ccsc1)c1ccc2ccccc2n1	-0.6	-0.8	1	/	0.6	-5	-4.2	-2	1.8
O=C(c1ccc(COc2ccccc2[N+](=O)[O-])o1)N1CCCCCC1	0.6	2.0	10	7.4	/	-3	-0.2	6	0.1
CN(CC(=O)Nc1ccc(F)cc1)C(=O)CN1C(=O)c2cccc([N+](=O)[O-])c2C1=O	i	-1.2	1	-0.8	-0.5	1	0.0	1	-0.3
CCOc1ccc(Cl)cc1-c1cc(C(=O)NCc2cccc(C(F)(F)F)c2)[nH]n1	0.2	/	2	-0.7	0.5	-13	-2.5	-1	/
Cc1c(C(=O)O)cccc1-c1ccc(/C=N/Nc2ccc(Br)cc2)o1	3.5	355*	-6	57*	/	22	17*	11	1.2
O=C(O)c1ccc(CSc2nc3ccc(N4C(=O)C5C6C=CC(C6)C5C4=O)cc3s2)cc1 (stereo not drawn)	-0.3	-0.2	6	/	/	11	0.9	-1	-0.3
O=c1c2ccccc2oc2c1ccc1ccccc12	-0.6	0.2	-7	-1.6	/	4	0.2	36*	/
CSc1nc(N(C)C)nc(N2CC(=O)N(CCNS(=O)(=O)c3ccc(C)cc3)C2=N)n1	1.7	-1.1	8	/	1.4	6	-1.8	-2	0.7
O=C(CN(CC1CCCO1)C(=O)CNS(=O)(=O)c1ccc(Cl)cc1)NCc1ccco1 (stereo not drawn)	-1.6	0.5	7	-1.5	0.0	5	0.5	4	0.4
Cc1cccc(C)c1OCCCCc1c(C)n[nH]c1C	-0.2	1.3	15	0.1	/	4	-0.7	-1	0.1
CC(=O)Nc1ccc(NC(=O)C(NS(=O)(=O)c2cccc3nsnc23)C(C)C)cc1 (stereo not drawn)	i	0.2	-13	-1.2	2.1	0	-3.2	-7	-0.3

Just Vc quorum ag, PfHsp40 rescue and UGM FP inh, for some of the entries so far:
molecule,Vc quorum ag,PfHsp40 rescue,UGM FP inh
CC(=NNC(=O)c1cccc(S(=O)(=O)N2CCCC2)c1)c1ccccc1,i,-0.3,-0.6
Clc1cccc(-c2ccc(C=Nc3ccc(N4CCOCC4)cc3)o2)c1Cl,-1.6,0.2,/

Ordered by count of non-hydrogen atoms (falling): part of the list above.
SMILES	Vc quorum ag	PfHsp40 rescue	Y pestis TopoI	BioA inh	TcdB GH inh	GDH-TPI inh	FadD28 binding	FBA Mtb inh	UGM FP inh
O=C(CN(CC1CCCO1)C(=O)CNS(=O)(=O)c1ccc(Cl)cc1)NCc1ccco1 (stereo not drawn)	-1.6	0.5	7	-1.5	0.0	5	0.5	4	0.4
CC(OC(=O)CCNS(=O)(=O)c1ccc(Cl)cc1)C(=O)N(C)Cc1ccccc1 (stereo not drawn)	-1.3	/	21	0.7	-0.2	4	-0.4	-1	/
O=C(c1ccc(COc2ccccc2[N+](=O)[O-])o1)N1CCCCCC1	0.6	2.0	10	7.4	/	-3	-0.2	6	0.1

Next part:
SMILES	Vc quorum ag	PfHsp40 rescue	Y pestis TopoI	BioA inh	TcdB GH inh	GDH-TPI inh	FadD28 binding	FBA Mtb inh	UGM FP inh
Cc1cc(C)c(C(=O)Nc2ccc(C)c(C)c2)c(CC(C)(C)C(=O)O)c1	0.6	0.9	1	/	-0.5	6	-0.1	-3	2.6
O=c1[nH]c(=O)n(Cc2ccc(F)cc2)c(O)c1C=NCCCO	-0.3	-1.1	7	-2.7	/	10	-0.1	-1	3.3
O=C1CC(c2ccccc2)n2nc(N3C(=O)c4ccccc4C3=O)nc2N1 (stereo not drawn)	i	0.4	-2	-1.4	/	0	-3.5	1	0.6
O=C(Nc1nnc(-c2ccc(F)cc2)o1)c1cccc([N+](=O)[O-])c1	-1.3	0.3	1	/	0.0	14	0.9	-3	1.7
O=C1COc2ccc(C(=O)COC(=O)c3cc(S(=O)(=O)N4CCOCC4)ccc3F)cc2N1	i	0.4	10	-0.5	-0.5	-3	0.7	-1	2.4
COc1cc(-c2nc3cnccn3c2Nc2ccc(C)cc2)ccc1O	-0.6	1.0	-6	8.6	4.4	16	-3.2	2	0.7
Cc1ccc(F)cc1NC(=O)N1c2ccccc2NC(=O)CC1C (stereo not drawn)	-0.3	-1.3	1	0.3	1.3	-6	0.8	0	1.3
O=C1C(Nc2cccc(O)c2)=C(N2CCCCC2)C(=O)c2ccccc21	-3.7	0.8	-11	2.9	/	7	1.7	2	0.1
CCc1ccc(NC(=O)C2CC=CCC2C(=O)O)cc1 (stereo not drawn)	-1.5	-1.0	-8	0.7	/	1	-1.9	-1	-1.2
CCOCCCN(C(=O)c1snc(C(N)=O)c1N)C(C(=O)NCCC(C)C)c1ccc(F)cc1 (stereo not drawn)	i	0.3	16	-1.9	1.5	21	-2.3	8	0.3
CC[C@]1(C(=O)OC)[C@H]2C(=O)N(Cc3ccccc3)C(=O)[C@H]2[C@H]2CN(C)C(=NCc3ccccc3)N21	-1.5	1.1	-1	-0.8	/	8	-1.5	-1	/
O=C(Nc1ccc2c(c1)OCCO2)c1ccc(Cl)c([N+](=O)[O-])c1	-0.2	8.7	-7	/	/	0	0.1	-1	1.0

Profiles, quoted from the list:
`Cc1ccc2cc(CN(CCCN(C)C)C(=O)NCc3ccccc3)c(=O)[nH]c2c1C` is listed as Vc quorum ag = 0.6; PfHsp40 rescue = -0.5; Y pestis TopoI = -11; BioA inh = 0.4; TcdB GH inh = /; GDH-TPI inh = 10; FadD28 binding = -3.0; FBA Mtb inh = 4; UGM FP inh = 3.3
`O=C(CN1CCOc2ccccc21)NC1CCCCCCC1` is listed as Vc quorum ag = i; PfHsp40 rescue = 3.7; Y pestis TopoI = -2; BioA inh = 0.9; TcdB GH inh = 0.6; GDH-TPI inh = 10; FadD28 binding = -2.0; FBA Mtb inh = -2; UGM FP inh = 3.2
